# Screens from PubChem.
# Anthrax LF prot – Bacillus anthracis LF protease inhibitors, primary screen, biochemical, multiplex microsphere, MLPCN library | inhibition, % at 10 µM | actives 0.12% (n = 360,000) | multiplex microsphere protease cleavage assay; note: plate controls were buffer without enzyme for full effect and enzyme alone for no effect
# MazF activator – activators of E. coli MazEF toxin-antitoxin RNase, primary screen, biochemical, fluorescence, uHTS; Endoribonuclease toxin MazF (Escherichia coli (strain K12)), P0AE70; FAM/BHQ RNA-DNA oligo cleavage fluorescence, 5 h; activation, % at 20 µM; actives 0.32% (n = 350,000); AID 504720, 2011; in the data active = activation above about 50%
# Target sequence (P0AE70 whole entry, looked up): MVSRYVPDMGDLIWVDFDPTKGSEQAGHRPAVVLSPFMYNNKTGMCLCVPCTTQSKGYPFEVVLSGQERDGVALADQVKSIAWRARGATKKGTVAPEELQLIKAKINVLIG
# DUSP3 inh – VHR1 phosphatase inhibitors, primary screen, biochemical, absorbance, uHTS; recombinant VHR phosphatase, pNPP absorbance; AID 1654, 2009; inhibition, % at 13.3 µM; actives 0.52% (n = 290,000); Dual specificity protein phosphatase 3 (Homo sapiens), P51452; in the data active = inhibition above about 50%; note: some compounds called inactive have numbers as strong as hits
# Target sequence (P51452 whole entry, looked up): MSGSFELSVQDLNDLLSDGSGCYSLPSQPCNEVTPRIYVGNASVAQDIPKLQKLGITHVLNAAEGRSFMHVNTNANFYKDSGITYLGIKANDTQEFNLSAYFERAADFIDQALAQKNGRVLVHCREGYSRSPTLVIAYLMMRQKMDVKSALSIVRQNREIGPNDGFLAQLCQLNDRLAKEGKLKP
# SSB-PriA inh – inhibitors of Klebsiella pneumoniae PriA binding to SSB C-terminal tail, primary screen, biochemical, AlphaScreen; PriA–SSB C-terminal tail interaction (Klebsiella pneumoniae); AlphaScreen SSBct-PriA binding, biotinylated peptide; inhibition, % at 33 µM; actives 0.6% (n = 430,000); AID 1272365, 2023; in the data active = inhibition mostly above about 37%, no sharp cut-off; inactive = mostly below about 20%;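 note: plate controls were negative control peptide for no effect and reference peptide for full effect; strong numbers were not always called active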
# CCHF vOTU inh – CCHFV vOTU protease inhibitors, primary screen, biochemical, Pep-AMC substrate, fluorescence; inhibition, % at 11.5 µM; AID 651958, 2012; actives 0.55% (n = 370,000); in the data active = inhibition above about 30%; note: 0% = vehicle wells with enzyme and 100% = no enzyme wells
# BoNT-A LC inh2 – BoNT/A light chain protease inhibitors, primary screen, biochemical, flow cytometry, MLPCN library; actives 0.17% (n = 360,000); multiplex microsphere protease substrate cleavage; Botulinum neurotoxin type A light chain protease (Clostridium botulinum A str. ATCC 3502); inhibition, % at 10 µM; note: plate controls were buffer without enzyme for full effect and enzyme alone for no effect
# PrPC surface inh – inhibitors of human cell surface prion protein PrPC, primary screen, cell-based, TR-FRET; Major prion protein (Homo sapiens), P04156; TR-FRET read-out; inhibition, % at 13.8 µM; actives 0.43% (n = 370,000); AID 720596, 2013; in the data active = inhibition above about 24%; note: 0% = median of the test wells and 100% = reference compound wells
# BoNT-F LC inh – BoNT/F light chain protease inhibitors, primary screen, biochemical, flow cytometry, MLPCN library; Botulinum neurotoxin type F light chain protease (Clostridium botulinum); Multiplex microsphere protease cleavage assay; actives 0.22% (n = 360,000); inhibition, % at 10 µM; in the data active = inhibition above about 35%, passing the limit was not always enough; inconclusive = no clear call, values can overlap the other calls; note: plate controls were buffer without enzyme for full effect and enzyme alone for no effect
# Rv3671c protease – Rv3671c serine protease inhibitors, primary screen, biochemical, fluorescence polarization, M. tuberculosis H37Rv; P9WHR9; inhibition, % at 5.96 µM; actives 0.048% (n = 320,000); in the data active = inhibition above about 38%;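 note: extracellular domain of Rv3671c used as enzyme; 0% = enzyme with DMSO and 100% = no enzyme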
# Target sequence (P9WHR9 whole entry, looked up, the tested form may be a part): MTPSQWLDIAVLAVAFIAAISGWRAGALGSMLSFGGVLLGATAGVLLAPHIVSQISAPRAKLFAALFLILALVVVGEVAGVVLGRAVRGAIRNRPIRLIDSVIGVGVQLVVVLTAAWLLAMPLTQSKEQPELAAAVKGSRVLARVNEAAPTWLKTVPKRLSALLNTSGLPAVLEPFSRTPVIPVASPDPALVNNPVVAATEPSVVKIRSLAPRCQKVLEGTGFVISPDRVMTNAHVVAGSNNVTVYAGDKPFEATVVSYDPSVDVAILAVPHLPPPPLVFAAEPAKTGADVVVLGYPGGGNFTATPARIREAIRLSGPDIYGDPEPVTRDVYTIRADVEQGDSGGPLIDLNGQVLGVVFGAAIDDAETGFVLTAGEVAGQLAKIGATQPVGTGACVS
# 3CLpro inhibitor – SARS-CoV 3CLpro protease inhibitors, primary screen, biochemical, quenched FRET. Replicase polyprotein 1ab (Severe acute respiratory syndrome coronavirus), P0C6X7. recombinant SARS-CoV 3CLpro, quenched FRET peptide cleavage. inhibition, % at 6 µM. actives 0.14% (n = 290,000). AID 1706, 2009; in the data active = inhibition above about 12%
# * marks the source's active call; other numbers are inactive results; ? = inconclusive; . = no result given; & = joins results of further samples. Cut-off read from the data, not from the text of the source, unless noted: active = inhibition above about 30%; inconclusive = no clear call, values can overlap the other calls; inactive = below that. These rows are one share of the data; rates above refer to the full screens.
# Every second line gives: Anthrax LF prot, MazF activator, DUSP3 inh, SSB-PriA inh, CCHF vOTU inh, BoNT-A LC inh2, PrPC surface inh, BoNT-F LC inh, Rv3671c protease, 3CLpro inhibitor
- Cc1ccc2[nH]c(=O)c(CN(CC3COCCO3)C(=O)Nc3ccccc3F)cc2c1 (centres undefined)
    7, -6, -5, -10, 5, 0.0, -1, 0, 7, 4
- Cc1ccc(S(C)(=O)=O)cc1S(=O)(=O)Nc1cccc(Cl)c1
    -3, 6, -10, -15, 2, 0.2, 0, -5, -9, 5
- Cc1cc(C)n2nc(CC(=O)NNC(=O)COc3cccc(C)c3C)nc2n1
    -5, -1, 7, -2, 0, -1.6, 6, -15, -3, 6
- O=C(c1ccco1)N1CCN(C(=O)c2cc(=O)[nH]c3ccccc23)CC1
    -2, 5, ., -8, -3, 1.6, -6, 5, -6, .
- COc1ccc(C2Nc3ccccc3C(=O)N2C2CCCCC2)cc1 (centres undefined)
    1, 4, 6, -6, -71, -0.9, 1, -4, -1, 4
- CCCCCCCCn1c(=O)c(C(=O)OC)c(N)c2ccccc21
    -17, 4, 0, -3, -10, 2.1, 11, ?, -1, 1
- O=C(c1cc2ncc(Br)cn2n1)N1CCN(C(=O)c2ccco2)CC1
    -1, 3, -4, -14, ., 0.3, ., -6, 3, 1
- O=C(NNC(=S)NC(=O)c1ccccc1[N+](=O)[O-])c1ccccc1O
    -7, 7, 25, 37, 19, -3.7, -8, -17, 22, 6
- CC(Oc1ccc(Cl)cc1Cl)C(=O)N/N=C1\CCCc2ccccc21 (centres undefined)
    0, -1, -21, ., -16, 0.7, -2, -3, -2, 6
- CC1CCN(C(=S)SCc2nc(N)nc(Nc3ccccc3)n2)CC1
    -2, 7, 5, 4, 5, -3.6, -6, ?, 1, 7
- CC(=O)Nc1ccc(NC(=O)C(C)OC(=O)CN(C)S(=O)(=O)c2ccc(Cl)cc2)cc1 (centres undefined)
    -5, 7, 12, -2, 7, -0.1, -7, 5, 7, 4
- Cn1nc(-c2ccccc2)cc1NC(=O)C1CCCCC1
    ., -6, 31, -12, -12, ., 9, ., -5, 5
- COC(=O)Nc1sc2nc(C)cc(C)c2c1-n1cccc1
    -5, -7, -4, -6, 13, -0.1, 14, 1, 0, 2
- O=C(NCCc1c[nH]c2ccccc12)c1ccc(-n2cnnn2)cc1
    3, 11, 23, -2, 4, -0.3, 9, -14, 3, 1
- Cc1c(Br)c([N+](=O)[O-])nn1CCCC(=O)Nc1sc2c(c1C#N)CCC2
    -4, 4, -13, 2, -8, -0.6, 2, 2, -3, 1
- COC(=O)C1=C(C)N=C2SC(C)C(=O)N2C1c1cccs1 (centres undefined)
    -2, 7, 21, -22, 16, 0.2, 5, -4, 3, -1
- COc1cc2sc(C)nc2c2ccccc12
    0, 3, 33, -21, 29, -2.8, 5, 9, 1, 3
- Cc1ccc(CN2CCN(/N=C/c3ccco3)CC2)c(C)c1
    -8, -5, 20, ., 19, 1.6, 9, 8, 1, 6
- C/C(=N/NC(=O)CNC(=O)C1COc2ccccc2O1)c1cccc(O)c1 (centres undefined)
    0, 4, 18, ., -1, -0.1, -1, -6, -22, 0
- Cn1c(O)c(C(=NCCc2c[nH]c3ccccc23)c2ccccc2)c(=O)n(C)c1=O
    0, 8, 7, 4, -11, -0.1, 2, -3, -6, -3
- Cc1cccc(CCNS(=O)(=O)c2cc3c(cc2C)NC(=O)CO3)c1
    -5, -5, 17, -14, 5, 0.0, 5, -5, 0, -3
- Cc1cc(SCC(=O)c2cc(C)n(C)c2C)nc2ccccc12
    -2, 8, -4, -3, -14, -0.5, 2, -11, -2, 2
- OCCC1CN(Cc2ccccc2-c2ccco2)CCN1Cc1ccsc1 (centres undefined)
    6, -1, -1, 6, 9, -0.1, -2, -5, 1, 6
- c1c(C2CCCCC2)n[nH]c1CN1CCCCC1
    -4, 3, -4, -10, 3, 0.4, 6, -6, 6, 0
- O=S(=O)(NCCc1ccccc1)c1ccccc1
    0, 2, 22, -2, -2, -1.0, -3, -8, -3, -3
- O=C(Nc1c(F)cc(F)cc1Br)C1CCCO1 (centres undefined)
    -2, -1, 1, -15, -11, -5.0, -4, -8, 0, 2
- O=C(CN(c1cccc([N+](=O)[O-])c1)S(=O)(=O)c1ccccc1)N1CCCCC1
    -6, 9, 12, -7, 9, -2.7, -5, -23, 2, 0
- CN1CCC(N(C)c2nc(-c3ccccc3)nc3ccccc23)CC1
    1, 4, 4, 4, -11, 2.9, -3, -10, -1, -2
- COc1ccccc1NS(=O)(=O)c1ccc(Cl)c(NC(=S)NC(=O)C2CCCC2)c1
    0, 2, -13, -6, -2, -0.3, -1, 0, -42, 9
- COCCNC(=O)CCc1c(C)nc2nc(-c3cc(OC)cc(OC)c3)nn2c1C
    -1, 0, -11, 8, -16, -0.5, -3, 3, -7, 1
- CCC(=O)N1c2ccccc2NC2=C(C(=O)CCC2)C1c1cccnc1 (centres undefined)
    1, 5, 1, -10, 15, -0.2, 2, 8, -9, 0
- CSc1nc(NC(C)(C)C)nc(N2CCOCC2)n1
    -2, 3, -4, -12, -2, 0.5, -1, 12, 7, -2
- Nc1nnc(-c2cn(-c3ccccc3)nc2-c2ccccc2)o1
    -2, 5, 10, -9, -13, -0.7, -3, -6, -5, -4
- Cn1c(N2CCCCC2)cc(=O)n(C)c1=O
    -1, 6, 0, -15, 1, -0.5, 4, 7, 1, 0
- CC(=O)c1cccc(NC(=O)COC(=O)COc2ccccc2C)c1
    0, 5, 2, -3, -4, 0.6, 1, -1, -8, -1
- Cc1cc(C(=O)CS(=O)(=O)c2ccccc2)cc(C)c1O
    2, 4, 3, -5, -8, -2.3, -3, 3, 0, 0
- COc1ccc(CCNC(=O)COc2ccc(S(=O)(=O)N3CCOCC3)cc2C)cc1
    0, 5, 40, -12, -2, -1.3, 9, 1, -2, -5
- CC(C)(Cc1ccc(O)cc1)NC(=O)CC(=O)N/N=C/c1ccc(Cl)cc1
    -3, -6, 5, ., -11, -2.4, 5, 0, 0, 9
- CCN(CC)c1ccc(-c2sc(Nc3ccccc3)n[n+]2-c2ccc(F)cc2)cc1
    44*, -11, -26, 13, 20, 27, 7, 1, 2, -3
- CC1=C(C(=O)OCC2CCCO2)C(c2ccc(C)o2)C2=C(CC(c3ccc(F)cc3)CC2=O)N1 (centres undefined)
    -3, 5, 10, -5, ., -0.7, ., 1, -4, 3

# The final six compounds of the part above come first, to join the parts.
# Every second line gives: Anthrax LF prot, MazF activator, DUSP3 inh, SSB-PriA inh, CCHF vOTU inh, BoNT-A LC inh2, PrPC surface inh, BoNT-F LC inh, Rv3671c protease, 3CLpro inhibitor
- CC(=O)c1cccc(NC(=O)COC(=O)COc2ccccc2C)c1
    0, 5, 2, -3, -4, 0.6, 1, -1, -8, -1
- Cc1cc(C(=O)CS(=O)(=O)c2ccccc2)cc(C)c1O
    2, 4, 3, -5, -8, -2.3, -3, 3, 0, 0
- COc1ccc(CCNC(=O)COc2ccc(S(=O)(=O)N3CCOCC3)cc2C)cc1
    0, 5, 40, -12, -2, -1.3, 9, 1, -2, -5
- CC(C)(Cc1ccc(O)cc1)NC(=O)CC(=O)N/N=C/c1ccc(Cl)cc1
    -3, -6, 5, ., -11, -2.4, 5, 0, 0, 9
- CCN(CC)c1ccc(-c2sc(Nc3ccccc3)n[n+]2-c2ccc(F)cc2)cc1
    44*, -11, -26, 13, 20, 27, 7, 1, 2, -3
- CC1=C(C(=O)OCC2CCCO2)C(c2ccc(C)o2)C2=C(CC(c3ccc(F)cc3)CC2=O)N1 (centres undefined)
    -3, 5, 10, -5, ., -0.7, ., 1, -4, 3
- Cc1nccn1S(=O)(=O)c1ccc(Br)cc1Br
    -2, -6, 13, 0, -1, 0.2, 12, 4, 2, 1
- COc1ccc(-c2[nH]nc3c2C(c2ccncc2)C(C#N)=C(N)O3)cc1 (centres undefined)
    -4, -14, -5, 3, 12, 0.2, -4, 12, -6, 6
- COCCCNc1ccn2nc(-c3cccc(Cl)c3)cc2n1
    3, ., ., ., -7, -0.4, -1, 2, ., .
- Oc1ccc2ccccc2c1C1Nc2cccc3cccc(c23)N1
    -7, 11, 6, 17, ., -1.2, ., -10, -5, -4
- c1ccc(C2=NN(c3ccccc3)CC2)cc1
    1, 6, 1, -11, -23, -0.3, 4, -5, 3, -1
- O=C(O)C[C@H]1c2cc(F)ccc2S(=O)(=O)N1Cc1ccccc1
    -3, 1, ., -13, 13, -0.2, -2, 0, -2, .
- CC(C)CC(NC(=O)c1cccs1)c1nnc(SCc2ccc(Cl)c(Cl)c2)n1C (centres undefined)
    2, -3, 0, 7, 13, 0.7, 6, -1, 0, 7
- COc1ccc(S(=O)(=O)N2CCN(C(=O)c3cc(C4CC4)nn3-c3ccccc3)CC2)cc1OC
    -4, 5, ., -4, 11, 0.3, -3, -11, -6, .
- O=C(COc1ccc2ccccc2c1)NCCn1ccc2ccccc21
    -1, 0, 2, 1&-1, 8, -0.3, -1, -9, 6, 4
- CC(=O)Nc1ccc(NC(=O)C(C)OC(=O)CSc2ccc(Br)cc2C)cc1 (centres undefined)
    0, 1, 0, -10, 17, -1.5, -8, 3, 0, 0
- Cc1ccccc1N1C(=O)c2cc(S(N)(=O)=O)c(Cl)cc2NC1C (centres undefined)
    2, 9, ., -8, -15, -0.3, 5, -4, -6, .
- CCOC(=O)c1c(C)c(/C=N/Nc2ccccc2)n(C)c1C
    -8, -8, 22, ., -2, -1.2, 0, -12, ., 1
- COC(=O)c1c(C)nn(-c2ccccc2)c1N
    -4, 8, 4, 0, -9, -0.7, 0, 3, -61, 3
- C=C(C)Cn1c(NCCC)nc2c1c(=O)n(C)c(=O)n2C
    5, 10, 17, -10, 11, -0.8, -7, -8, 3, 1
- Cc1cc(C)c(-c2cc(NC(=O)COC(=O)c3ccc(C#N)cc3)n(-c3ccccc3)n2)cc1C
    0, -8, 4, -11, 0, 0.0, 1, -2, -51, 5

# An excerpt of these results, bar-delimited.
Structure | Anthrax LF prot | MazF activator | DUSP3 inh | SSB-PriA inh | CCHF vOTU inh | BoNT-A LC inh2 | PrPC surface inh | BoNT-F LC inh | Rv3671c protease | 3CLpro inhibitor
c1ccc(C2=NN(c3ccccc3)CC2)cc1 | 1 | 6 | 1 | -11 | -23 | -0.3 | 4 | -5 | 3 | -1
O=C(O)C[C@H]1c2cc(F)ccc2S(=O)(=O)N1Cc1ccccc1 | -3 | 1 | . | -13 | 13 | -0.2 | -2 | 0 | -2 | .
CC(C)CC(NC(=O)c1cccs1)c1nnc(SCc2ccc(Cl)c(Cl)c2)n1C (centres undefined) | 2 | -3 | 0 | 7 | 13 | 0.7 | 6 | -1 | 0 | 7
COc1ccc(S(=O)(=O)N2CCN(C(=O)c3cc(C4CC4)nn3-c3ccccc3)CC2)cc1OC | -4 | 5 | . | -4 | 11 | 0.3 | -3 | -11 | -6 | .
O=C(COc1ccc2ccccc2c1)NCCn1ccc2ccccc21 | -1 | 0 | 2 | 1&-1 | 8 | -0.3 | -1 | -9 | 6 | 4
CC(=O)Nc1ccc(NC(=O)C(C)OC(=O)CSc2ccc(Br)cc2C)cc1 (centres undefined) | 0 | 1 | 0 | -10 | 17 | -1.5 | -8 | 3 | 0 | 0
